GAA glycogen = qHTS Assay for Inhibitors and Activators of Human alpha-Glucosidase Cleavage of Glycogen. Potency, µM (doses to about 76.4 µM), without a hit: at the top dose activity change, negative = inhibition, usual class: inhibitors. 300,000 compounds, 0.38% hits. AID 2100, 2009. recombinant GAA, glycogen substrate, Amplex Red glucose oxidase fluorescence;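 note: 0% = full enzyme reaction and -100% = no-enzyme basal signal; the screen sought inhibitors and activators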
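Recombinant human alpha-glucosidase (4 nM final) hydrolysed bovine liver glycogen (30 ug) for 40 min at 37 C in pH 5.0 citrate/phosphate with 0.01% Tween-20. Released glucose detected by glucose oxidase/Amplex Red, Ex 573/Em 610 nm. Compounds up to 77 uM; AC50 from Hill fits.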
Tau FP inhib = qHTS for Inhibitors of Tau Fibril Formation, Fluorescence Polarization; Microtubule-associated protein tau (Homo sapiens), P10636; K18 P301L tau heparin fibrillization, Alexa594 FP, 6 h; Potency, µM (highest dose often 57.7 µM), without a hit: top-dose activity, negative = inhibition, hits mostly inhibitors; 280,000 compounds, 0.39% hits; note: % is set by controls: 0 for no effect and ±100 for the full control effect; nearly all actives have a fitted effect of over 55% in size
Target sequence (P10636 561-689 P618L limits assumed): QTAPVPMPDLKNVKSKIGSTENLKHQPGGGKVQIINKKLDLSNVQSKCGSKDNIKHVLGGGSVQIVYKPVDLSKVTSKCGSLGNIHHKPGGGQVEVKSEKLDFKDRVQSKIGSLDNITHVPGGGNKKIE
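Recombinant K18 P301L […], labeled with Alexa 594 at 0.24 uM over 15 uM unlabeled; heparin inducer 20 uM final; 37 C, 6 hr; FP endpoint.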
GLA spleen mod = qHTS Assay for Inhibitors and Activators of Human alpha-Galactosidase From Spleen Homogenate | Alpha-galactosidase A (Homo sapiens), P06280 | human spleen homogenate, 4MU-alpha-Gal fluorescence, 40 min | Potency, µM (series often up to 80 µM), inactives show at the highest dose activity change, negative = inhibition, actives largely listed as inhibitors | 240,000 compounds, 0.008% hits | AID 2107, 2009;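 note: 0% = enzyme with vehicle and -100% = no enzyme basal signal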
Target sequence (P06280 32-429 limits assumed): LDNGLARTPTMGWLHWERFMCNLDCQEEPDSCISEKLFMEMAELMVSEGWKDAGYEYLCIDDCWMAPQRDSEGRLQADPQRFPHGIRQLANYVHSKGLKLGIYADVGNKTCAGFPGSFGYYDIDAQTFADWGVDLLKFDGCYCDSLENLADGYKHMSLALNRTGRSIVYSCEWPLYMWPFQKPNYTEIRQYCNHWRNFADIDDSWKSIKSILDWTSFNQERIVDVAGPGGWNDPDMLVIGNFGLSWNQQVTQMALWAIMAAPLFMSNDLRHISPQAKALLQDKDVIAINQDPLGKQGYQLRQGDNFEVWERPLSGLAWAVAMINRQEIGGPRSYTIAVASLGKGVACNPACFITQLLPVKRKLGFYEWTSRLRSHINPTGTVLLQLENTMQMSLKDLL
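qHTS titration in buffer at pH 5.0. Alpha-galactosidase activity in spleen homogenate was measured via 4-methylumbelliferone release from 1 mM fluorogenic substrate after 40 min at 37C and a pH 10 stop. AC50 came from Hill fits of control-normalized data.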
aGlu spleen mod = qHTS Assay for Inhibitors and Activators of Human alpha-Glucosidase From Spleen Homogenate; Lysosomal alpha-glucosidase (Homo sapiens), P10253; human spleen homogenate, 4-MU-alpha-glucoside fluorescence; Potency, µM (highest dose often 79.9 µM), without a hit: top-dose activity change, negative = inhibition, most hits filed as inhibitors; 240,000 compounds, 0.006% hits;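 note: 0% = enzyme with vehicle and -100% = no enzyme basal signal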
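Human spleen homogenate (1 ug) incubated with compounds and 1 mM 4-methylumbelliferyl-alpha-D-glucopyranoside in pH 5.0 citrate/phosphate buffer, 37 C, 40 min. Stopped at pH 10; 4-MU fluorescence (Ex 365/Em 440 nm); AC50 by Hill fit.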
HTT ATP protect = qHTS Multiplex Assay to Identify Dual Action Probes in a Cell Model of Huntington: Cytoprotection (ATP); AID 1471, 2008; Potency, µM (top dose mostly 56.4 µM), inactives show cytoprotection (ATP increase), most hits filed as activators; PC12 HTT-Q103 induced, cytoprotection, ATP luminescence, 40 h; 230,000 compounds, 0.14% hits;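 note: % of control where 0% means no effect; nearly all actives have a fitted effect of over 45% in size; toxic huntingtin expression switched on by the ecdysone agonist tebufenozide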
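Quantitative HTS on tebufenozide-induced (100 nM) PC12 cells expressing HTTQ103 exon 1–GFP; compounds tested as a concentration series; survival measured via cellular ATP.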
Tau ThT inhib = qHTS for Inhibitors of Tau Fibril Formation, Thioflavin T Binding; Microtubule-associated protein tau (Homo sapiens), P10636; recombinant tau K18 P301L, heparin-induced fibrillization, ThT fluorescence; Potency, µM (series often up to 57.4 µM), without a hit: top-dose activity, negative = inhibition, usual class: inhibitors; 270,000 compounds, 2.1% hits; AID 1460, 2008; note: % is set by controls: 0 for no effect and ±100 for the full control effect; nearly all actives have a fitted effect of over 55% in size
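Heparin-induced fibrillization of the P301L-mutant K18 repeat-domain fragment of human tau was followed by ThT binding in quantitative high-throughput format.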
GAA inhib = qHTS Assay for Inhibitors of Human alpha-Glucosidase as a Potential Chaperone Treatment of Pompe Disease; AID 1466, 2008; Potency, µM (titrated, usually from 76.9 µM), inactives show at the highest dose activity change, negative = inhibition, usual class: inhibitors; purified human GAA, 4-MU-alpha-glucoside fluorescence; Lysosomal alpha-glucosidase (Homo sapiens), P10253; 200,000 compounds, 0.005% hits;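 note: plate controls were uninhibited enzyme wells for no effect and no-enzyme background for full effect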
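Fluorogenic assay: 4 nM human alpha-glucosidase with 400 uM 4-methylumbelliferyl-alpha-D-pyranoside in 50 mM citrate/phosphate, 0.005% Tween-20, pH 5.0, 20 min at room temperature. Compounds tested up to 77 uM; AC50 from Hill fits.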
Tau fluor counter = Counterscreen qHTS for Inhibitors of Tau Fibril Formation, Fluorescence Polarization. tau K18 P301L (four-repeat tau fragment) Alexa594 fluorescence, heparin fibrillization. Potency, µM (top dose mostly 57.7 µM), for the others: at the top dose activity change, negative = decrease. 280,000 compounds, 0.93% hits; note: % is set by controls: 0 for no effect and ±100 for the full control effect; nearly all actives have a fitted effect of over 55% in size
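Human K18 P301L tau (15 uM unlabeled plus 0.24 uM Alexa 594-labeled, final) in 100 mM sodium acetate pH 7 was mixed with compound and 20 uM heparin and incubated 6 hr at 37 C.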
* marks the source's active call; other numbers are inactive results; ? = inconclusive; . = not tested or not shown; & = joins results of further samples; [ ] = remark or other dose. Calls come from the whole dose curve; as a rule, active = well fitted curve in the direction sought with a large enough effect; inconclusive = small, poorly fitted or top-dose-only effect, or another doubt; inactive = no such curve, though single readings can be large; an effect the other way counts as inactive or inconclusive. Potency is the fitted concentration of half-maximal effect.

SMILES	GAA glycogen	Tau FP inhib	GLA spleen mod	aGlu spleen mod	HTT ATP protect	Tau ThT inhib	GAA inhib	Tau fluor counter
O=C(CN(c1ccccc1)S(=O)(=O)c1ccccc1)N/N=C/c1ccc(OC2CSC2)cc1	19%	-11%	0%	0%	22%[10 µM]	19%	-11%	-13%
CCN(CC)CCNC(=S)Nc1ccc2nc3n(c(=O)c2c1)CCCCC3	-2%	0%	6%	4%	-20%	5%	4%	0%
C=CCc1cccc2cc(C(=O)NC3CCCCC3)c(=O)oc12	-2%	2%	-3%	0%	-17%	?	2%	-13%
CC1(C)CC(c2csc(N)n2)CCO1 (configuration not stated)	3%	10%	-6%	-5%	-16%[10 µM]	?	0%[15.4 µM]	?
O=C(COC(=O)CC1CC2CCC1C2)NC(=O)NCc1ccco1 (configuration not stated)	-5%	6%	6%	-4%	-69%[inhibitor][10 µM]	-5%	-3%	2%
CCc1c2c(nc3ccccc13)OC(C)C2 (configuration not stated)	.	-10%	11%	-4%	-30%[inhibitor]	-1%	.	-4%
COc1ccccc1CNC(=O)CN(c1cccc([N+](=O)[O-])c1)S(C)(=O)=O	-4%	4%	0%	-3%	33%	2%	-8%	7%
O=C(COc1ccccc1Cl)Nc1nc2c(s1)CCCC2	9%[76.3 µM]	-2%	.	.	.	?	.	-28%
CC1CCN(C2(O)C(=O)Nc3ccc([N+](=O)[O-])cc32)CC1 (configuration not stated)	8%	0%	-2%	-9%	-6%	2%	3%	-3%
COC(C(=O)Nc1ccccc1F)c1ccccc1 (configuration not stated)	0%	3%	7%	-1%	17%	3%	?	3%
CC(=O)C1=C(C)Nc2ncnn2C1c1ccc(Cl)cc1Cl (configuration not stated)	?	-4%	10%	-5%	4%	8%	-5%	11%
NS(=O)(=O)c1ccc(N=Cc2c(O)n(-c3nccs3)c(=O)c3ccccc23)cc1	-4%	-5%	11%	-18%	16%[10 µM]	?	.	-24%
CCOC(=O)CNC(=O)CN1C(=O)CC(c2ccccc2)S(=O)(=O)c2ccccc21 (configuration not stated)	-2%	-1%	-5%	-9%	-18%	-3%	1%	-3%
C/C(N)=C(/C#N)C(=O)COC(=O)C(NS(=O)(=O)c1ccc(Cl)cc1)C(C)O (configuration not stated)	8%	2%	0%	-5%	-2%	-2%	-2%	6%
NC(=NC(=O)c1ccccc1)N1N=CCC1c1ccccc1 (configuration not stated)	21%	1%	0%	11%	-19%	0%	2%	0%
CC1(C)CC(=O)C(C=Nc2ccc(Cl)cn2)=C(O)C1	6%	-6%	4%	3%	-22%	-17%	-1%	-10%
Cc1ccc(NC(=O)CSc2nnc(-c3ccncc3)n2C)cc1S(=O)(=O)N1CCOCC1	3%	6%	0%	3%	-22%	2%	4%	3%
CCCCN1C(=O)c2ccc(C(=O)Nc3cccnc3)cc2C1=O	2%	-5%	-3%	1%	-12%[0.074 µM]	-13%	1%	-17%
O=C1NC(c2ccccc2)=C(c2nc3ccccc3s2)C(c2ccc(F)cc2)N1 (configuration not stated)	-10%	-4%	-2%	-19%	-55%[inhibitor]	-13%	-12%	-15%
COc1ccc(S(=O)(=O)N(C)C2CCN(C)CC2)cc1	?	-7%	5%	1%	10%[10 µM]	-1%	-2%	-2%

Brought forward from above: three compounds, followed by the next part.
SMILES	GAA glycogen	Tau FP inhib	GLA spleen mod	aGlu spleen mod	HTT ATP protect	Tau ThT inhib	GAA inhib	Tau fluor counter
CCCCN1C(=O)c2ccc(C(=O)Nc3cccnc3)cc2C1=O	2%	-5%	-3%	1%	-12%[0.074 µM]	-13%	1%	-17%
O=C1NC(c2ccccc2)=C(c2nc3ccccc3s2)C(c2ccc(F)cc2)N1 (configuration not stated)	-10%	-4%	-2%	-19%	-55%[inhibitor]	-13%	-12%	-15%
COc1ccc(S(=O)(=O)N(C)C2CCN(C)CC2)cc1	?	-7%	5%	1%	10%[10 µM]	-1%	-2%	-2%
CSCCC(NC(=O)C12CC3CC(CC(C3)C1)C2)C(=O)OCC(=O)c1ccc(Cl)cc1 (configuration not stated)	-7%	-8%	5%	-5%	-18%	-5%	-11%	-5%
O=C(O)c1ccc2c(c1)N(Cc1ccc(F)cc1)C(=O)c1ccccc1S2	-14%	4%	-13%	-2%	36%	-4%	3%	0%
Cc1ccc(S(=O)(=O)N(C)CCCC(=O)N2CCOCC2)cc1	-9%	1%	7%	3%	-21%	0%	2%	7%
Cc1ccc(-c2csc(NC(=O)/C=C/c3cccs3)n2)cc1C	-4%	?	-23%	-9%	-20%[10 µM]	?	?	?
NS(=O)(=O)c1ccc(CNC(=O)/C=C/c2ccccc2)cc1	2%	3%	-1%	-4%	-20%	1%	3%	2%
Cc1ccc(NC(=O)CN2C(=O)CCSc3ccc(S(=O)(=O)N4CCCC4)cc32)cc1	-9%[76.3 µM]	-7%	.	.	.	12%	.	-4%
CCOC(=O)c1sc2nc(CC(=O)OC)nc(NCC(=O)OC)c2c1C	10%	?	5%	-3%	-7%	-10%	-11%	-14%
Cc1nn(-c2ccccc2)c(C)c1/C=N/NC(=O)c1cc(-c2cccs2)[nH]n1	13%	-8%	-1%	-9%	-70%[inhibitor][10 µM]	4%	-14%	-29%
COc1ccc(CN(C)CC(=O)NC(C)c2ccccc2)cc1OC (configuration not stated)	-1%	13%	1%	5%	-52%[inhibitor]	-6%	0%	3%
CO[C@@]1(NC(=O)Cc2cccs2)C(=O)N2C(C(=O)O)=C(COC(N)=O)CS[C@@H]21	-9%	?	5%	3%	.	?	7%[15.4 µM]	-15%
CCCC(=O)Nc1ccc(NC(=O)c2sc3ccccc3c2Cl)cc1	-9%[76.3 µM]	-5%	.	.	.	?	.	-4%
Cn1cc(C(=O)OCC2CCN(CCNS(C)(=O)=O)CC2)c2ccccc21	.	-4%&-1%	-6%&4%	2%&3%	-6%	-1%&-8%	.	-7%&-8%
COc1cc(NC(=O)c2cccc(Cl)c2Cl)ccc1NC(=O)c1cc2ccccc2o1	16%[76.3 µM]	?	.	.	.	?	.	-27%
CC(=O)NC(=S)Nc1sc2c(c1C(N)=O)CCC(C)C2 (configuration not stated)	-21%	-1%	1%	-7%	-23%[10 µM]	?	-4%	-7%
COc1cc(C2C(C(=O)c3ccc(C)o3)=C(O)C(=O)N2CCc2ccccc2)ccc1O (configuration not stated)	?	1%	-9%	-10%	-23%[10 µM]	-13%	-1%	-4%
Cn1c(=O)c2c(nc(SCCN3CCOCC3)n2Cc2ccccc2Cl)n(C)c1=O	3%	?	1%	-3%	25%[10 µM]	-3%	2%	5%
COc1ccc(/C=N/NC(=O)c2cccc(NC(=O)c3ccccc3Cl)c2)c(OC)c1	-7%	-15%	2%	3%	-29%	2%	-5%	-6%
Brc1ccc2c(c1)C(c1cccnc1)=NNC(c1cccs1)=N2	-9%	14%	11%	-7%	11%[10 µM]	?	-6%	?
O=C(CCN1C(=O)C2C3C=CC(C3)C2C1=O)NCCN1CCCc2ccccc21 (configuration not stated)	?	-4%	-3%	-9%	-9%	-11%	0%	-9%
Cc1cc(C)cc(OCC(O)CN2C(=O)NC(C)(C)C2=O)c1 (configuration not stated)	-17%	8%	11%	-4%	-13%	-6%	0%	-3%
Cc1ccc(S(=O)(=O)c2c(C)nn(C(C)(C)C)c2OC(=O)C(C)(C)C)cc1	-8%	2%	6%	1%	11%	-13%	-4%	-17%
COc1ccccc1CNS(=O)(=O)c1ccc2c(c1)NC(=O)CC(=O)N2	9%[76.3 µM]	-10%	.	.	.	4%	.	-9%
Cc1ccc(NC(=O)C(=O)NCC(c2cccnc2)N2CCN(Cc3ccccc3)CC2)cc1Cl (configuration not stated)	16%[76.3 µM]	0%	.	.	.	-14%	.	-13%
Cc1ccc(/C=C/C(=O)O)cc1S(=O)(=O)Nc1ccc(C(=O)O)cc1	4%	0%	-17%	0%	9%[10 µM]	.	.	0%
CCCCN(CCCNC(=O)C1CCCN(S(=O)(=O)CC)C1)Cc1ccccc1 (configuration not stated)	3%	-7%	-6%	-1%	10%	-7%	5%	-3%
O=C(Nc1ccc(F)cc1)N1CCN2C(=O)c3ccccc3C12c1ccccc1 (configuration not stated)	-14%	-12%	0%	-2%	23%	-15%	-6%	?
Cn1cccc1CC(=O)NNC(=O)Nc1cccc(Cl)c1	12%	-2%	7%	6%	4%[10 µM]	-10%	1%	-9%
CCOc1ccc(NC(=O)C(NC(=O)C2CCC(C)CC2)C(C)C)cc1 (configuration not stated)	-3%	-11%&7%	1%	3%	-17%	0%&-12%	-1%	-10%&-11%
Clc1cccc(Cl)c1Cn1c(-c2cccnc2Cl)nc2ccccc21	3%	2%	-9%	-8%	18%	-12%	?	-11%
CC(C)[C@@H](OCc1ccccc1)[C@H](C)/C=N\O[C@@H](C)c1cn([C@H](CO)Cc2ccccc2)nn1	.	2%&0%[11.6 µM]	16%&-11%[17.5 µM]	-4%&-6%[17.4 µM]	-17%&2%[10 µM]	-8%&-10%[11.5 µM]	.	-11%&-10%[11.6 µM]

Some of these compounds in order of the GAA glycogen value, largest number first:
Compound	GAA glycogen	Tau FP inhib	aGlu spleen mod	Tau ThT inhib	GAA inhib
CCCCN(CCCNC(=O)C1CCCN(S(=O)(=O)CC)C1)Cc1ccccc1 (configuration not stated)	3%	-7%	-1%	-7%	5%
CCOc1ccc(NC(=O)C(NC(=O)C2CCC(C)CC2)C(C)C)cc1 (configuration not stated)	-3%	-11%&7%	3%	0%&-12%	-1%
Cc1ccc(S(=O)(=O)c2c(C)nn(C(C)(C)C)c2OC(=O)C(C)(C)C)cc1	-8%	2%	1%	-13%	-4%

Screening results: PubChem BioAssay, National Center for Advancing Translational Sciences (NCATS)
